# BAP1 inh = blocks human BAP1 ubiquitin-AMC hydrolysis; Q92560; recombinant BAP1, Ub-AMC hydrolysis fluorescence kinetic; hits give low values; activity remaining (% of control), % at 20 µM; 72,000 compounds, 0.48% hits;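 active = activity remaining at or below 50% of control, provided the compound also passes the data quality filters; inactive = the rest, including low values that fail the filters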;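 note: 100% = DMSO wells rate and 0% = substrate alone blank rate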
# Target sequence (Q92560 whole entry, looked up): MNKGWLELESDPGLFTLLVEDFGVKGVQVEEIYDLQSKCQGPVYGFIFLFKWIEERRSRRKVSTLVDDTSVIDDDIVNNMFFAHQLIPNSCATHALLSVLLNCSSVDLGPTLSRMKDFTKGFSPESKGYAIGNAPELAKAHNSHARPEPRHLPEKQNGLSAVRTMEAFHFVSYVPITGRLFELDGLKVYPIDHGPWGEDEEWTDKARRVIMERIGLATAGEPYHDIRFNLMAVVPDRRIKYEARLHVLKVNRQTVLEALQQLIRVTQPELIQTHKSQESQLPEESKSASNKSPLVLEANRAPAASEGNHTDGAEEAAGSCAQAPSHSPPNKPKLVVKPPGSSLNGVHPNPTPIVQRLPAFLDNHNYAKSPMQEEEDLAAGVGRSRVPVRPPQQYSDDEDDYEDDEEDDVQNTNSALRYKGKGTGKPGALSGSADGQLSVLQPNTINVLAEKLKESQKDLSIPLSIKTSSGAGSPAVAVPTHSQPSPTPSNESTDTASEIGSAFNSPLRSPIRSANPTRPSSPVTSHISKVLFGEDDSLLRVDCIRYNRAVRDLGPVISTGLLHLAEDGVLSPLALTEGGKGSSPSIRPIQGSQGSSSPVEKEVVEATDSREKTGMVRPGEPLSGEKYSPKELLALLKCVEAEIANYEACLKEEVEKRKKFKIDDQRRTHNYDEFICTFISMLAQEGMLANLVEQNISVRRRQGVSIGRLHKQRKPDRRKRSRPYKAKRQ
# HePTP inh = inhibitors of human HePTP phosphatase; P35236; inhibition, % at 20 µM; 110,000 compounds, 0.64% hits; recombinant HePTP phosphatase activity, OD absorbance; in the data active = inhibition above about 50%;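 note: plate controls were vehicle for no effect and reference inhibitor for full effect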
# Target sequence (P35236 whole entry, looked up): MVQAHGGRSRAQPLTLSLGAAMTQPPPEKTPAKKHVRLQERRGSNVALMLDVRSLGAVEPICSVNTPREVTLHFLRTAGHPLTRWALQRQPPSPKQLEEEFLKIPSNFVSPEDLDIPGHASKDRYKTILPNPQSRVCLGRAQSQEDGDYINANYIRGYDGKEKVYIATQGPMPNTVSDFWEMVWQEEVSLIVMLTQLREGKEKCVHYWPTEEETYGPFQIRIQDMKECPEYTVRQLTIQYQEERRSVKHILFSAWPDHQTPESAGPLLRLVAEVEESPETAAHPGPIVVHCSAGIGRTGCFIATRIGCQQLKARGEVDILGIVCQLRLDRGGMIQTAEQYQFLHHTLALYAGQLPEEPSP
# An asterisk follows results filed as active; / = no result given.
# A first look, 3 compounds:
smiles	BAP1 inh	HePTP inh
O=C(CN1C(=O)c2ccc([N+](=O)[O-])cc2C1=O)Nc1ccc(O)cc1C(=O)O	71.7	1.1
Cc1ccccc1C(=O)NC(NC(=O)c1ccccc1C)c1ccc(Br)cc1	/	-3.7
O=C1N/C(=N\N=C\c2ccco2)SC1Cc1cc(Cl)ccc1Cl (stereo not given)	/	-4.8

# The list itself, from the first entry:
smiles	BAP1 inh	HePTP inh
O=C(CN1C(=O)c2ccc([N+](=O)[O-])cc2C1=O)Nc1ccc(O)cc1C(=O)O	71.7	1.1
Cc1ccccc1C(=O)NC(NC(=O)c1ccccc1C)c1ccc(Br)cc1	/	-3.7
O=C1N/C(=N\N=C\c2ccco2)SC1Cc1cc(Cl)ccc1Cl (stereo not given)	/	-4.8
CC(=O)CC(=O)Nc1ccc2[nH]c(=O)[nH]c2c1	/	8.9
O=C(CCNc1cccc(C(F)(F)F)c1)c1ccco1	/	2.1
COc1ccc(OC(C)C(=O)N2CC(C)OC(C)C2)cc1 (stereo not given)	95.5	9.2
Cc1ccc(COc2ccc3c(C)cc(=O)oc3c2)cc1	54.2	/
CCOc1cc(C(=O)Nc2nnc(C)s2)cc(OCC)c1OCC	98.2	5.1
CCOC(=O)c1conc1-c1ccc(SC)cc1	/	5.7
CCC(C)C(=O)Nc1nc2c(s1)C(=O)CC(C)(C)C2 (stereo not given)	80.0	9.6
COc1cc(C=O)c(Br)cc1OCc1ccc(F)cc1	/	-2.0
Cn1c(Cn2c(=O)sc3ccccc32)nnc1SCC(=O)N1CCN(c2ccccc2)CC1	86.2	7.6
COc1ccc(CCn2c(=N)c(C(=O)NCc3ccco3)cc3c(=O)n4cccc(C)c4nc32)cc1	114.5	7.6
O=C(C#Cc1ccc([N+](=O)[O-])cc1)c1ccccc1	/	1.9
O=C1C(=O)N(c2cccnc2)C(c2ccc(F)cc2)/C1=C(\O)c1ccc(Cl)cc1 (stereo not given)	/	3.3
CCc1cc2cc(C(=O)Nc3ccccc3F)sc2s1	89.5	8.1
CCOC(=O)C1=C(O)/C(=C\c2ccccc2)SC1=Nc1cccc(Cl)c1	/	7.4
CC1=C(C(=O)Nc2ccccc2C)C(c2ccccc2Cl)C(C#N)=C(SCC(N)=O)N1 (stereo not given)	/	6.4
Cc1cc(C(=O)NCc2cc(C)n(C)n2)sc1-c1ccccc1	55.0	3.5
COc1ccc(CCNc2oc(-c3ccccc3OC)nc2C#N)cc1OC	/	1.7
Cc1cccc(NC(=O)c2ccccc2NC(=O)c2ccccc2)c1	/	1.0
CCC1CCc2c(sc(NC(=O)c3ccc([N+](=O)[O-])cc3Cl)c2C(=O)OC)C1 (stereo not given)	/	-4.1
CC(=O)Nc1cccc(-c2nnc(-c3ccccc3)o2)c1	65.3	3.5
CCCC(=O)Nc1cccc(-c2cn3ccsc3n2)c1	106.5	2.1
CCCCOc1ccc(NC(=O)CSc2nnnn2C)cc1	86.4	-1.0
COc1ccc(-n2c(C)cc(C)nc2=O)cc1	/	-0.5
O=C1CC(c2ccccc2)c2cc(O)ccc2O1 (stereo not given)	96.7	3.5
Cc1ccccc1CS(=O)(=O)Cc1ccc(C(=O)NCC2CCCO2)o1 (stereo not given)	96.0	-6.9
COc1ccc(N2C(=O)CCC(C(=O)c3ccccc3)=C2C)cc1	91.2	-2.6
O=c1oc2cc(OCc3c(F)c(F)c(F)c(F)c3F)ccc2cc1-c1ccccn1	/	-6.6
COc1ccc(CNc2ncn[nH]2)cc1OC	114.2	/
Cc1ccc(C(=O)Nc2c3c(nn2C(C)(C)C)CS(=O)(=O)C3)cc1C	96.3	-9.8
O=C(O)CCCCCN1C(=O)C(O)=C(C(=O)/C=C/c2ccccc2)C1c1ccccc1F (stereo not given)	/	-12.2
Cc1cc(C)cc(NC(=O)C(=O)NCC(C)C)c1	/	-9.2
CCN(CC)c1ccc(C(=O)Nc2ccc(F)cc2F)cc1	/	12.4
COc1ccc(C(=O)/C(C)=N/O)cc1OC	101.9	10.2
COc1ccc(S(=O)(=O)N(CC(=O)NC2CC2)C2CCCCC2)cc1Cl	104.9	9.2
O=C1NC(c2ccccc2Cl)Nc2c1sc(=S)n2-c1ccccc1 (stereo not given)	/	6.7
CC1(C)CC(=O)C(CCC#N)(CCC#N)C(=O)C1	/	7.8
CCOC(=O)c1sc(NC(=O)CNC(=O)Cn2cnc3sc(C)c(C)c3c2=O)nc1C	82.2	6.0
CC(=O)c1ccc(N2C(=O)[C@@H]3C(CCC(N)=O)NC4(C(=O)Nc5c4ccc(Cl)c5C)[C@@H]3C2=O)cc1 (stereo not given in full)	79.4	-11.1
CC(C)C(=O)NCCNc1ccc([N+](=O)[O-])cc1Cl	/	-6.4
O=C(NCc1ccco1)C(=O)Nc1ccc(Oc2ccccc2)cc1	/	-11.4
COc1ccc(NC(=O)CCS(=O)(=O)c2cccc3nonc23)c(OC)c1	/	-4.6
CCCCOc1ccc(C(=O)Nc2cccc(-c3nc4cc(C)ccc4o3)c2C)cc1	/	7.1
O=C(Cn1nnc(-c2cccs2)n1)N1CCc2ccccc2C1	134.2	7.7
COCCCN1C(=O)/C(=C\c2ccc(Br)cc2)C(C(=O)OC)=C1C	/	-3.9
O=C1c2cccc3cccc(c23)C(=O)N1CCC(=O)n1cnc2ccccc21	/	4.0
CCC(CC)C(=O)Nc1cccc(-c2nc3ccccc3o2)c1	80.8	-0.9
CCOc1cc2c(c([N+](=O)[O-])c1)NC(c1ccccc1F)C1CC=CC21 (stereo not given)	/	-19.0
CCOc1ccc(NC(=O)CN(Cc2ccccc2)S(=O)(=O)c2ccc(OC)c(OC)c2)cc1	/	6.0
CCOc1ccc(NC(=O)CN(C)CC(=O)NC2CCCc3ccccc32)cc1OCC (stereo not given)	144.6	7.1
Cc1ccccc1OCC(=O)O/N=C(\N)Cc1cccc2ccccc12	/	-10.9
COc1ccc(C(=O)Nc2ccccc2NC(=O)c2ccco2)cc1OC	/	12.7
CNC[C@H](O)c1cccc(O)c1	90.5	7.7
O=C(O)CCCN1C(=O)C(=O)/C(=C(/O)c2ccccc2)C1c1cccc(F)c1 (stereo not given)	/	-15.3

# The list goes on.
smiles	BAP1 inh	HePTP inh
C=CCNc1nc(NCCN2CCOCC2)nc(N2CCOCC2)n1	76.6	-3.3
CCc1ccc2[nH]c(=O)c(CN(Cc3ccc4c(c3)OCO4)Cc3nnnn3C3CCCC3)cc2c1	/	1.0
O=c1ccn([C@@H]2O[C@H](COP(=O)(O)OP(=O)(O)O)[C@@H](O)[C@H]2O)c(=O)[nH]1	88.5	/
O=C(O)CCN1/C(=C/C=Nc2ccccc2)Oc2ccccc21	72.2	5.1
O=C(CN1CCN(C(c2ccccc2)c2ccccc2)CC1)Nc1ccc(F)cc1	/	8.6
Cc1cc(OCC(O)CN2CCN(c3ccc(F)cc3)CC2)cc(C)c1Cl (stereo not given)	237.2	/
CCOC(=O)N=S(N)(=O)c1ccccc1 (stereo not given)	/	-0.2
Cc1ccc(-n2ncnc2-c2ccc(Br)cc2)cc1Cl	/	-2.0
c1csc(-c2nn3c(C4COc5ccccc5O4)nnc3s2)c1 (stereo not given)	/	6.9
O=C(Nc1ccc(S(=O)(=O)c2ccc(NC(=O)C(F)(F)F)cc2)cc1)C(F)(F)F	/	0.6
Cn1ncc(Cl)c1C(=O)N(C(=O)c1c(Cl)cnn1C)c1ccccc1C(F)(F)F	/	3.3
CCCC(=O)Nc1ccc2c(c1)nc(CN1CCCCC1)n2C	105.6	-1.8
CCSc1nnc(NC(=O)C2CCCCC2C(=O)OCC(F)(F)C(F)F)s1 (stereo not given)	99.1	-2.9
Cn1c(=O)c2c(nc3cc(-c4ccccc4)cc(-c4ccccc4)n32)n(C)c1=O	/	-20.2
O=C(CN(Cc1ccccc1)S(=O)(=O)c1ccc2c(c1)OCCO2)Nc1ccc2c(c1)OCCO2	49.7*	2.7
COc1cccc(-c2cc(C(=O)NCCN3CCOCC3)no2)c1	101.8	1.1
CCOC(=O)C(=CNc1cc(Cl)c(Cl)cc1Cl)C(=O)OCC	/	1.1
COc1ccc(Br)cc1C(=O)Nc1nnn(C)n1	68.8	-4.6
CC1Cc2ccccc2N1C(=O)C1CCN(S(=O)(=O)Cc2ccccc2)CC1 (stereo not given)	96.8	0.8
O=c1[nH]c2ccc(Br)cc2c(-c2ccccc2)c1C1=NNC(c2ccc([N+](=O)[O-])cc2)C1 (stereo not given)	/	7.3
CCc1nc(SCC(=O)NCCc2ccccc2)n[nH]1	77.9	5.5
CCOC(=O)CSc1nc2sc(C(=O)O)c(C)c2c(=O)[nH]1	93.6	7.2
CCc1nc(N2CCCCC2C)c2oc3ccccc3c2n1 (stereo not given)	75.5	5.7
CCCC(=O)NC(Nc1ccc(S(=O)(=O)Nc2ncccn2)cc1)(C(=O)OCC)C(F)(F)F (stereo not given)	111.6	4.9
CC1CCN(S(=O)(=O)c2ccc(NC(=O)CN3CCN(c4ccccc4)CC3)cc2)CC1	94.7	-3.3
c1ccc(Cn2nnc3c(NCC4CCCO4)ncnc32)cc1 (stereo not given)	90.4	9.8
COc1cc(C2Nc3ccccc3NC3=C2C(=O)CCC3)ccc1O (stereo not given)	/	12.1
CCc1ccccc1N(CC(=O)N1CCN(c2ccccc2)CC1)S(C)(=O)=O	78.6	3.3
O=CNCC(=O)NCCc1ccc(Cl)cc1	99.8	8.3
O=C(O)CC(CP(=O)(c1ccccc1)c1ccccc1)C(=O)O (stereo not given)	124.7	0.8
CCn1ncc2c1C(=O)NC1c3ccccc3C(=O)N21 (stereo not given)	92.2	6.6
CCOC(=O)C1=C(C)N=c2s/c(=C\c3cn(C)c4ccccc34)c(=O)n2C1c1cccs1 (stereo not given)	/	-6.0
C/C(=N/N=C1/c2ccccc2C(=O)C1C(=O)C(c1ccccc1)c1ccccc1)c1cccs1 (stereo not given)	/	-3.5
CC1=C(C(=O)OCC2CCCO2)C(c2coc3ccc(Cl)cc3c2=O)C2=C(CCCC2=O)N1 (stereo not given)	90.8	/
CCOc1ccccc1-n1c(CN2CCN(C(=O)c3ccco3)CC2)nc2ccccc2c1=O	127.9	5.3
COC(=O)C1(S(=O)(=O)c2cc(Br)cc3c2N(C(C)=O)CC3)CC1	88.7	-4.5
NC(=S)N/N=C(\c1ccccc1)C12CC3CC(CC(C3)C1)C2	/	-12.0
CCC1CCc2c(sc(NC(=O)c3ccc(Br)o3)c2C(=O)OC)C1 (stereo not given)	/	103.7*
COc1ccc(CCn2nnnc2C(C(C)C)N2CCC(C(N)=O)CC2)cc1OC (stereo not given)	106.0	-0.3
Nn1c(SCc2cccc(C(F)(F)F)c2)nnc1-c1ccco1	92.9	2.8
O=C(CSc1nccn1Cc1ccccc1)Nc1nccs1	134.2	4.5
CC(=O)Nc1cc(-c2ccc(Cl)cc2)nn1-c1ccccc1	/	6.4
CCCc1c(C(=O)OCC)[nH]c2c1C(=O)CCC2	97.8	4.5
CSCCC(NS(=O)(=O)c1cccs1)C(=O)NCc1cccs1 (stereo not given)	107.4	3.1
O=C(CSc1nnnn1C1CCCC1)c1ccc2c(c1)OCCO2	93.2	1.9
COCc1ccc(C(=O)Nc2ccccc2C(=O)O)o1	/	1.0
CCCCc1ccc(-c2nc(N)n[nH]2)cc1	94.0	8.1
COc1ccc(/C=C2/C(C)=C(C#N)c3nc(N)c(C#N)c(C)c32)c(OC)c1	/	7.6

# 3 entries already listed, arranged by the number in BAP1 inh, high to low:
smiles	BAP1 inh	HePTP inh
O=C(CSc1nccn1Cc1ccccc1)Nc1nccs1	134.2	4.5
CSCCC(NS(=O)(=O)c1cccs1)C(=O)NCc1cccs1 (stereo not given)	107.4	3.1
O=C(CSc1nnnn1C1CCCC1)c1ccc2c(c1)OCCO2	93.2	1.9

# (more compounds)
smiles	BAP1 inh	HePTP inh
CC(=O)OCC(=O)[C@@]1(O)CC[C@H]2[C@@H]3CCC4=CC(=O)C=C[C@]4(C)[C@H]3[C@@H](O)C[C@@]21C	118.1	-10.3
CC(C)CC(=O)NC(C(Cl)(Cl)Cl)S(=O)(=O)c1ccccc1 (stereo not given)	/	7.4
CCOC(=O)c1cn(CC(=O)Nc2ccccc2C(=O)OCC)nn1	101.1	4.8
COc1ccc(S(=O)(=O)N2CCC(O)(c3ccc4c(c3)OCO4)CC2)cc1	94.8	1.8
Cn1nnc2cc(NC(=O)N3CC4(C)CC3CC(C)(C)C4)ccc21 (stereo not given)	98.9	1.5
O=C(NCc1cccs1)C1CCCN(S(=O)(=O)c2cccc3cccnc23)C1 (stereo not given)	82.8	4.5
Cc1ccc(NC(=O)CSc2nnc([C@@H]3CCCN3C(=O)OC(C)(C)C)o2)c(C)c1	103.8	11.1
CCOc1ccc(C(=O)Nc2nc(-c3ccc(CC)cc3)cs2)cc1	91.7	/
COc1ccc(/C(C)=N\N=C2/NC(=O)C(Cc3ccc(C)cc3)S2)cc1 (stereo not given)	/	-5.5
COc1ccc(NC(=O)CN(c2ccc(C)cc2)S(=O)(=O)c2ccc(OC)c(OC)c2)c(OC)c1	/	1.4
COc1ccc(N2CCN(C(=O)c3cn(C)c(=O)c4c3c3ccccc3n4C)CC2)cc1	67.9	0.2
Cc1nc(-c2ccccc2)nc(N/N=C/c2ccccc2[N+](=O)[O-])c1C	/	-6.7
O=S(=O)(/C=C/c1ccccc1)n1cnc2ccccc21	111.4	4.3
O=c1cnnc(N/N=C\c2c(Cl)cccc2Cl)[nH]1	/	3.9
O=C1N(CCCCN2C(=O)C3(OCCO3)c3ccccc32)c2ccccc2C12OCCO2	101.8	11.1
O=C(NN=C1CCCC1)c1ccc(O)cc1	/	-2.9
CC(C)NS(=O)(=O)c1ccc(OCC(=O)NCc2ccc3c(c2)OCO3)c(Cl)c1	71.3	1.3
O=C(O)CSc1nc2ccccc2[nH]1	79.7	/
O=C(COc1ccc2ccccc2c1)Nc1ccc(N2CCOCC2)c(Cl)c1	/	1.2

# High-throughput results as filed in PubChem.
